# CHT inh: human CHT choline transport inhibition; CHT-expressing cells, membrane potential dye, choline response; hits give low values; Q9GZV3; actives 0.86% (n = 310,000); B-score at 10 µM;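 active = B-score over 3 SD under the library average, and starting fluorescence ratio not unusually high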;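 also: choline stimulus applied at its EC90 after an EC20 pre-addition; B-score computed on integrated fluorescence ratio after choline addition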
# Target sequence (Q9GZV3 whole entry, looked up): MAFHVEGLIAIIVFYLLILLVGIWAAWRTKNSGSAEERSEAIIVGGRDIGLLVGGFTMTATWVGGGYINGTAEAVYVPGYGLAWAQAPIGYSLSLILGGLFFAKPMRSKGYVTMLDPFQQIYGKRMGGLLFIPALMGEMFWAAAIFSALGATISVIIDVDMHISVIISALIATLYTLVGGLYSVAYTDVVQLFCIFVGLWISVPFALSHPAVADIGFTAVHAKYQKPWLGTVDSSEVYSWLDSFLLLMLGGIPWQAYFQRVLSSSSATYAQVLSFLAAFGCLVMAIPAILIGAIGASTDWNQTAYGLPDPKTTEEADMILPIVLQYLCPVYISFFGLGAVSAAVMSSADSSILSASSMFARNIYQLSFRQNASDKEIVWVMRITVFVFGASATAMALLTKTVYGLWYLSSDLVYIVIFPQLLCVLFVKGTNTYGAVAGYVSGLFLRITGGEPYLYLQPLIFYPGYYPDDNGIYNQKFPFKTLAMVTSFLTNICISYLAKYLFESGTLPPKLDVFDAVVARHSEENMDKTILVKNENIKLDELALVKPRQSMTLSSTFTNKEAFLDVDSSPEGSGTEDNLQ
# Kir21 block: Kir2.1 (mouse) channel inhibition; P35561; HEK293-Kir2.1, FluxOR thallium flux fluorescence; hits give low values; B-score at 10 µM; actives 0.85% (n = 310,000); AID 1672;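 active = fluorescence ratio B-score at or below minus 3 SD of library scores, with starting-brightness B-score within 2 SD, cut at about -4.2 in these data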;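 also: channel flux triggered by added potassium and thallium sulfate stimulus; B-score of peak minus minimum fluorescence over baseline after thallium stimulus; more negative B-score means stronger Kir2.1 block with less thallium influx; some compounds called inactive have numbers as strong as hits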
# Target sequence (P35561 whole entry, looked up): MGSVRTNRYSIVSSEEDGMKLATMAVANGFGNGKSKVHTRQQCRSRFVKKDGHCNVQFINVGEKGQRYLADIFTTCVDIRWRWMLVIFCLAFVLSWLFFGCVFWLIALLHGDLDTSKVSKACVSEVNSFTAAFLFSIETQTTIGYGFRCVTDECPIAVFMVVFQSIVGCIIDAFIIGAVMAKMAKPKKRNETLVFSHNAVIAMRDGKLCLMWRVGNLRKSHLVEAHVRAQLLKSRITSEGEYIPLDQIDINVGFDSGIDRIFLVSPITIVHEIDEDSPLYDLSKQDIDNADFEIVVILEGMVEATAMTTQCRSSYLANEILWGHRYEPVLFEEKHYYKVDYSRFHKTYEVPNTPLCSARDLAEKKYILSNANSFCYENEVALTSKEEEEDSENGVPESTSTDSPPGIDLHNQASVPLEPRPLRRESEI
# * = called active by the depositor; i = inactive; x = no result given.
# Preview (4 entries):
Compound,CHT inh,Kir21 block
CCc1ccc(C(=O)NC(C(=O)NCC2CCCO2)C(C)C)cc1 (stereo not given),i,0.78
O=C(CSc1ccc(Cl)cc1Cl)N1CCC(c2nc3ccccc3s2)CC1,i,-1.27
COc1ccccc1OCCc1nnc(N)s1,i,0.9
Cc1ccc(C(=O)NCC(=O)OCC(=O)NC(C)c2ccccc2)s1 (stereo not given),i,0.1

# This part in full, from the first entry:
Compound,CHT inh,Kir21 block
CCc1ccc(C(=O)NC(C(=O)NCC2CCCO2)C(C)C)cc1 (stereo not given),i,0.78
O=C(CSc1ccc(Cl)cc1Cl)N1CCC(c2nc3ccccc3s2)CC1,i,-1.27
COc1ccccc1OCCc1nnc(N)s1,i,0.9
Cc1ccc(C(=O)NCC(=O)OCC(=O)NC(C)c2ccccc2)s1 (stereo not given),i,0.1
NC(=O)c1cc(-c2ccccc2)nc(N2CCCCCC2)n1,i,1.82
COc1ccc(/C=N/NC(=O)c2nn(-c3ccccc3)c(=O)c3c(N)scc23)cc1,i,1.86
O=C(Nc1ccc(N2CCCCCC2)cc1)c1ccccc1Cl,i,1.33
O=C(N/N=C1\CC(c2ccccc2)Oc2ccccc21)c1ccccn1 (stereo not given),i,0.14
COc1cccc(-c2nnc(SCCC(=O)O)n2C)c1,i,0.5
CCOC(=O)N1CCN(S(=O)(=O)c2ccc3c(c2)CC(C)N3C(=O)C2CC2)CC1 (stereo not given),i,-0.57
NS(=O)(=O)c1ccc(-c2cccc(/C=C3\SC(=O)NC3=O)c2)cc1,i,1.3
CCCCCNC(=O)CSC1=N/C(=C\c2ccc(Cl)c(Cl)c2)C(=O)N1CC,i,-0.11
COc1ccc(-c2csc(Nc3cccnc3)n2)cc1,i,0.26
Cc1[nH]nc2c1C1(CCN(C(=O)OCc3ccccc3)CC1)C(C#N)=C(N)O2,i,-0.13
O=[N+]([O-])c1cccc(-c2ccc(/C=N/n3c(-c4ccccc4)n[nH]c3=S)o2)c1,i,-2.53
O=C(Cc1ccccc1)NCCc1cccc(Cl)c1,i,-0.06
COc1ccccc1CCNC(=O)C(=O)c1cn(CC(=O)N2CCCC2)c2ccccc12,i,-0.61
Cc1ccc2nc(Nc3nc(-c4ccccc4)cc(=O)[nH]3)nc(C)c2c1,i,0.56
Cc1nc2cc(Nc3nnc(-c4ccccc4)c4ccccc34)ccc2n1C,i,1.76
O=C(Nc1nnc(COc2ccc(Cl)cc2)s1)c1ccco1,i,-0.98
Cc1ccccc1NC(=O)NC1(C(=O)NCc2ccco2)CCCCC1,i,1.25
CC(=O)c1cc2c(cc1NS(=O)(=O)c1cccc(C(=O)O)c1)OCO2,i,-0.1
Cc1ccc(NC(=O)CCNC(=O)c2ccc(Cl)cc2)cc1C,i,-0.42
CCC(CC)C(=O)c1c[nH]c(C(=O)NN)c1,i,-0.48
Cc1ccc(S(=O)(=O)CCC(=O)N2CCN(c3ccccc3F)CC2)cc1,i,0.04
Cc1cc(Oc2cnn(C(C)(C)C)c(=O)c2Cl)cc(C(C)C)c1,i,-0.64
CCOC(=O)C(C)On1c(-c2ccc(Cl)cc2)nc2ccc([N+](=O)[O-])cc21 (stereo not given),i,0.57
CCOC(=O)C1(CCOc2ccccc2)CCN(Cc2cccc(OC)c2O)CC1,i,-1.24
Cc1cccc(C(=O)NC(=S)N2CCN(c3ccc([N+](=O)[O-])cc3)CC2)c1,i,0.07
NC(=O)CSCc1cccc(Br)c1,i,-0.87
N#CC1=C(N)SC2(CCCCC2)SC1c1ccccc1 (stereo not given),i,0.67
Cc1nnc(Sc2c(N)n(C)c(=O)n(C)c2=O)s1,i,0.01
Cc1nnc(N/N=C/c2ccccc2F)n1N,i,1.02
COC(=O)C1CCN(C(=O)Nc2ccccc2)CC1,i,0.74
Cc1cccc(C(C)(C)C)c1OCCOCCN1CCCC1,i,-2.93
Cc1cc(C(=O)COc2cccnc2[N+](=O)[O-])c(C)n1Cc1ccco1,i,0.01
O=C1S/C(=C\c2ccc(Cl)cc2)C(=O)N1CCn1cnnn1,i,1.03
O=[N+]([O-])c1cc(C(F)(F)F)c(Cl)cc1N1CCN(CCO)CC1,i,-0.3
O=C(C[n+]1cccc(Br)c1)c1cccs1,-9.17*,-1.22
N#CC1=C(N)Oc2n[nH]c(-c3cccs3)c2C1c1ccsc1 (stereo not given),i,1.32
COc1cccc(CN2CCN(Cc3cc4ccccc4[nH]3)CC2CCO)c1 (stereo not given),i,-1.71
COc1ccccc1-c1nc(C(F)(F)F)c(OC)o1,i,0.41
Cc1c(C(=O)N2CCN(C)CC2)oc2ccc(S(=O)(=O)N3CCOCC3)cc12,i,x
N#C/C(=C\c1cccnc1)C(=O)Nc1ccc(Cl)cc1,i,1.01
COc1ccc(NC(=O)CN(C)C(=O)CNC(=O)C2CCCCC2)cc1,i,1.9
Cc1cccnc1CN1CCN(Cc2nc(C(c3ccccc3)c3ccccc3)no2)CC1,i,-2.52
CCCCNC(=O)c1c[nH]c2ccc(S(=O)(=O)Nc3ccc(OCC)cc3)cc2c1=O,i,0.21
O=C(CN1CCN(c2ccccn2)CC1)Nc1cc(C(F)(F)F)ccc1Cl,i,0.11
COCCCn1c(SCc2ccc(OC)cc2)nc2cc(OC)c(OC)cc2c1=N,i,0.01
COc1ccc(C2C3=C(CC(C)(C)CC3=O)Nc3c2c(=O)[nH]c(=O)n3Cc2ccccc2)cc1OC (stereo not given),i,-1.26

# A stretch from further up, for reference:
Compound,CHT inh,Kir21 block
Cc1cc(Oc2cnn(C(C)(C)C)c(=O)c2Cl)cc(C(C)C)c1,i,-0.64
CCOC(=O)C(C)On1c(-c2ccc(Cl)cc2)nc2ccc([N+](=O)[O-])cc21 (stereo not given),i,0.57
CCOC(=O)C1(CCOc2ccccc2)CCN(Cc2cccc(OC)c2O)CC1,i,-1.24
Cc1cccc(C(=O)NC(=S)N2CCN(c3ccc([N+](=O)[O-])cc3)CC2)c1,i,0.07

# The list goes on:
Compound,CHT inh,Kir21 block
COc1ccc(S(=O)(=O)N2CCOC2CNC(=O)C(=O)NCc2cccnc2)cc1C (stereo not given),i,0.67
O=C(/C=C/c1ccccc1)Oc1cccc(C(=S)N2CCOCC2)c1,i,-2.24
CCOc1cccc(-c2cc(C(=O)NN)[nH]n2)c1,i,1.09
CCCN(CC(=O)c1cc(C)n(C)c1C)S(=O)(=O)c1cccc(C(F)(F)F)c1,i,-0.46
C/[N+]([O-])=C\CC(=O)c1ccc(-c2ccccc2)cc1,i,0.02
CSCCC(NC(=O)COc1ccccc1)C(=O)N1CCN(c2ccccc2Cl)CC1 (stereo not given),i,0.76
Cc1ccc(NC(=O)CN2CCc3cc4c(cc3C2C)OCCCO4)cc1C (stereo not given),i,0.24
C=CCSc1nnc2c(n1)[nH]c1c(C)cccc12,i,-0.7
O=C(CSc1ccc2nnc(-c3ccccn3)n2n1)Nc1ccc(F)cc1F,i,-0.02
Cc1ccc(S(=O)(=O)N[C@H](C(=O)OCn2nnc3ccccc3c2=O)C(C)C)cc1,i,0.43
O=C1NCCN(Cc2ccoc2)C1CC(=O)N(CCO)Cc1ccccc1 (stereo not given),i,0.63
CCc1nc(N2CCN(C(=O)c3ccco3)CC2)c(C#N)c2c1COC(C)(C)C2,i,-1.25
CCCOc1ccc(CNC(=O)CCC(=O)n2ncc3cc(C)ccc32)cc1,i,0.73
CCOC(=O)c1c(CSc2ccc(CC)cc2)oc2ccc(O)c(CN(C)C)c12,i,-15.7*
CC(=O)N1c2ccccc2C(=O)OC1c1cccnc1 (stereo not given),i,0.83
CCOC(=O)N1CCC(NC(=O)C(Cc2ccccc2)NC(=O)C2CCCCC2)CC1 (stereo not given),i,0.11
O=C(CCc1nc2ccccc2[nH]1)Nc1ccccc1,i,x
CC(C)=NNC(=O)CN1C(=O)NC2NC(=O)NC21 (stereo not given),i,0.07
COc1cc(C2CC(c3cccs3)=NN2C(=O)CCl)ccc1OC(F)F (stereo not given),i,0.91
CC(C)COc1ncnc2c1sc1nc3c(cc12)COC(C)(C)C3,i,-0.06
Nc1nc(NCc2ccco2)nc(N2CCCC2)c1[N+](=O)[O-],i,1.69
COc1ccc(N(CC(=O)N/N=C/c2ccc(OC)cc2OC)S(=O)(=O)c2ccccc2)cc1,i,1
COc1ccc(N2CCN(Cc3nc(Cc4cccc(F)c4)no3)C(C)C2)cc1 (stereo not given),i,-1.18
COc1ccc(CCN(C)Cc2ccc(C(=O)Nc3ccccc3)cc2)cc1OC,i,-0.06
O=C(NNc1ccc([N+](=O)[O-])cc1)C12CC3CC(CC(C3)C1)C2,i,-0.78

# The list goes on.
structure | CHT inh | Kir21 block
O=C(N/N=C/c1oc(O)c2ccccc12)c1ccccc1O | i | -0.05
CN(C)C(=O)c1c(C(F)(F)F)nn(C)c1Cl | i | 0.46
Cc1ccc(N2CCN(c3ccc(C)cc3)C2c2ccncc2)cc1 | i | 1.16
Cc1ccc(C(=O)ON=C2CCN(S(=O)(=O)c3ccccc3)CC2)cc1 | i | 1
CCCN1C(=O)S/C(=C\c2ccc(N3CCOCC3)o2)C1=O | i | -11.3
CC1CN(c2nc3c(c(=O)[nH]c(=O)n3C)n2Cc2ccccc2F)CC(C)O1 (stereo not given) | i | -0.19
Cc1ccc(C(=O)N2N=C(c3ccc(NS(C)(=O)=O)cc3)CC2c2cccs2)cc1 (stereo not given) | i | 0.76
NC(=O)c1ccc(C(F)(F)F)n(Cc2ccc(Cl)cc2)c1=O | i | -1.11
Cc1ccc(S(=O)(=O)c2nnn3c2nc(NCCCN2CCCC2=O)c2ccccc23)cc1C | i | 0.68
O=C(Cn1ccc([N+](=O)[O-])n1)c1ccccc1 | i | -2
Cc1ccccc1NC(=O)c1nnn(-c2ccc3c(c2)OCCO3)c1N | i | -0.46
COc1cc(/C=N/NC(=O)c2cc3c(ccc4ccccc43)o2)cc(OC)c1O | i | -0.61
CCn1cc(CN2CCC(n3nccc3NC(=O)Cc3ccccc3)CC2)c(C)n1 | i | -0.31
Cn1nnnc1SCc1nnc(-c2ccccc2Br)o1 | i | 0.24
CSc1nc(Nc2ccc(Cl)cc2)c(C#N)c(=O)[nH]1 | -6.1* | 1.1
Cc1cccc(C(=O)Nc2ncc(CN3CCOCC3)s2)c1 | i | 0.64
O=C(NC1CCCCCC1)C1C2C=CC3(CN(Cc4cccnc4)C(=O)C13)O2 (stereo not given) | i | 1.57
CCC(=O)c1ccc(OCC(=O)OCC(=O)c2cc(C)n(C3CC3)c2C)cc1 | i | 1.22
CCOC(=O)c1nc(C)n(-c2cc(OC)c(Cl)cc2Cl)n1 | i | 1.04
O=c1cc(C(F)(F)F)[nH]c2ccc(OC(F)(F)F)cc12 | i | 0.13
CCOc1ccc(N/C=C/C(=O)c2ccc(OC)cc2)c([N+](=O)[O-])c1 | i | 1.66
Cc1ccccc1Nc1ncnc2c1cnn2C | i | 1.01
CN(C)/C=C1/N=C(c2ccccc2)OC1=O | i | 0.1
COc1ccc(NC(=O)CSc2nnc(Cc3cccn3C)n2CCc2ccccc2)c(OC)c1 | i | -0.41
CCc1nnc(NC(=O)CN2CCN(c3ccccc3F)CC2)s1 | i | 0.96
COc1ccc(-c2cc(C(F)F)n3ncc(C(=O)Nc4ccc(C(=O)N5CCOCC5)cc4)c3n2)cc1 | i | 0.73
C/C(=N\NC(=O)CSCc1ccc([N+](=O)[O-])cc1)c1ccccc1 | i | 1.7
CN(C1CCCCC1)S(=O)(=O)c1ccc2c(c1)c(=O)c(C(=O)N1CCc3ccccc3C1)cn2C | i | -0.29
COCc1nc(-c2ccc(-c3ccccc3)nc2OC)no1 | i | 1.15
O=C(COC(=O)c1ccc([N+](=O)[O-])s1)Nc1ccc(Cl)cn1 | i | 1.08
CN1CCN(/N=C/c2ccc(-c3ccc([N+](=O)[O-])cc3)o2)CC1 | i | -1.59
Cc1ccc(NC(=O)CN2CCc3ccccc3C2)cc1S(=O)(=O)N1CCOCC1 | i | 0.42
Cc1cccc(NC(=O)CSc2nnnn2C2CCCC2)c1 | x | -0.29
Cc1c(CCOC(=O)CC23CC4CC(CC(C)(C4)C2)C3)sc[n+]1Cc1ccc([N+](=O)[O-])cc1 | i | -2.16
O=C(CC(=O)NC1CCCCC1)N/N=C/c1ccc(Cl)cc1 | i | 0.42
CCn1c(=O)c(C(=O)Nc2ccccc2)c(O)c2ccccc21 | i | 0.19
CC1CCC(NC(=O)c2cccc(S(=O)(=O)N3CCN(C)CC3)c2)CC1 (stereo not given) | -12.8* | -0.24
O=C(CCSc1ccccc1)N1CCN(C(=O)c2ccco2)CC1 | i | -1.37
COc1ccc2oc(C(=O)OCC(=O)N(C)C3CCCCC3)c(C)c2c1 | i | -0.16
O=C(/C=C/c1ccco1)Nc1ccc(-c2nc3ccccc3[nH]2)cc1 | i | -0.93
CC(=O)Nc1ccc2c(c1)N(S(=O)(=O)c1cccs1)CCC2 | i | -1.28
CC(C(=O)Nc1ncc([N+](=O)[O-])s1)N1C(=O)c2ccccc2S1(=O)=O (stereo not given) | i | -0.59
COc1ccc(Br)cc1-c1noc(-c2ccccc2)n1 | i | 0.63
CC(C)(C)NC(=O)C(c1ccco1)N(C(=O)Cn1nnc(-c2ccc(F)cc2)n1)c1cccc(F)c1 (stereo not given) | i | 1.4
COC(=O)c1ccccc1NC(=O)c1onc(C)c1Cl | x | 0
Cc1ccc(CCNC(=O)c2ccc3nc4ccc(Cl)cc4c(=O)n3c2)cc1 | i | 0.3
CCOC(=O)CSc1nsc(SCC(=O)OCC)c1C#N | i | -0.16
CCSc1nnc(NC(=O)C(CC)Oc2ccccc2)s1 (stereo not given) | i | 2.07

# Bioassay records as filed in PubChem.
